# Assay outcomes from PubChem BioAssay.
# MrgX1 antag: antagonists of human MrgX1 receptor | Q96LB2 | MRGX1-HEK293 calcium flux, Fluo-4, BAM8-22 antagonism; active compounds read low | B-score at 10 µM | 310,000 tested, 1.3% active | AID 588676;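 active = calcium-response B-score plate-corrected more than 3 library SD below zero, starting fluorescence within 5 deviations, no agonist response on first addition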;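 note: peak minus trough fluorescence over baseline after final BAM8-22 challenge near maximal dose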
# SKKanGAS inh: blocks kanamycin growth of S. pyogenes SKKanGAS strain; AID 1662; BacTiter-Glo, 6 h; inhibition, % at 7.5 µM; 300,000 tested, 1.3% active;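 active = mean replicate score, as percent of positive control median, at least 50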;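 note: strain carries kanamycin resistance gene driven by streptokinase promoter and grows in 40 µg/ml kanamycin; loss of luminescence reflects streptokinase promoter inhibition or plain growth inhibition; 0% = median of DMSO wells and 100% = positive control at its reference dose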
# TRPC6 inhibitor: blocks the mouse TRPC6 cation channel; Q61143; B-score at 10 µM; AID 2553; HEK293-TRPC6, membrane potential dye, ACh-evoked depolarization; active compounds read low; 310,000 tested, 1.1% active;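 active = B-score under library mean minus 3 SD, initial fluorescence not abnormally high, positive integrated signal ratio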;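 note: B-score derived from integrated fluorescence ratio over the kinetic read; more negative B-score means stronger inhibition of depolarization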
# TRPC4 block: blocks the mouse TRPC4 cation channel. Q9QUQ5. HEK293 TRPC4beta/mu-opioid, DAMGO-evoked Fluo4 calcium flux; active compounds read low. B-score at 10 µM. 300,000 tested, 0.39% active. AID 2247;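 active = B-score over 3 SD under the library average, no early fluorescence shift, positive overall ratio signal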
# Target sequence (Q9QUQ5 whole entry, looked up): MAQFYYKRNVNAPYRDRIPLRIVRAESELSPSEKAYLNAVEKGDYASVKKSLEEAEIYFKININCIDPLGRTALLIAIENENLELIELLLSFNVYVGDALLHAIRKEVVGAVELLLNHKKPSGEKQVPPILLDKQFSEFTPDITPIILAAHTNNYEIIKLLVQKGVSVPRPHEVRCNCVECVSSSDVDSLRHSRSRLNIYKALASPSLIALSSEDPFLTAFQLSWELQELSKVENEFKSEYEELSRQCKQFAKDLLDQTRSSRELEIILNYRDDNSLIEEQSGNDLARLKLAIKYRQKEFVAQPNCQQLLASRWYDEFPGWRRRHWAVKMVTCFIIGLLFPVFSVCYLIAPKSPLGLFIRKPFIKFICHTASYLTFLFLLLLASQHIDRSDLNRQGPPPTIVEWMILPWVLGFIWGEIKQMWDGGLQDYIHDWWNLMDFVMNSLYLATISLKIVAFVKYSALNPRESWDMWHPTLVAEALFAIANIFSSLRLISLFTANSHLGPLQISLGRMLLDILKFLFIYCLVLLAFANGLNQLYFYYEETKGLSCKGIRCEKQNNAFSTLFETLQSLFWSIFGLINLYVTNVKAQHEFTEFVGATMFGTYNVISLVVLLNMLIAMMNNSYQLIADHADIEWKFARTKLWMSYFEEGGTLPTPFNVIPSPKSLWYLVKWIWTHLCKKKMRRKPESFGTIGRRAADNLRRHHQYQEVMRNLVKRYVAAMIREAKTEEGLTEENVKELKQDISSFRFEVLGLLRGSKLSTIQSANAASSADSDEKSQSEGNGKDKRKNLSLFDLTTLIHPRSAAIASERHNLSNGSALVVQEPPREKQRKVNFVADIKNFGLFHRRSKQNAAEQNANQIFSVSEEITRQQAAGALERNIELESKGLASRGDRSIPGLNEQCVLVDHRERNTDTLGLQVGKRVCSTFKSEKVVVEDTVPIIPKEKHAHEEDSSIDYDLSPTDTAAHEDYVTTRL
#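 Assay system: Stable TRPC4beta/mu-opioid receptor HEK293 cells | Reagent: DAMGO in two steps, submaximal then maximal | Compound dosing: Single concentration per test compound | Signal: Fluo4 Ca2+ flux fluorescence | Evaluation: Per-well B score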
# IEC-6 tox: counter-screen for KLF5 inhibitors: cytotoxicity in IEC-6 cells; IEC-6 cytotoxicity, luminescence viability; inhibition, % at 5 µM; 290,000 tested, 0.78% active; AID 1825; in the data active = inhibition above about 22%;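 note: 0% = plate median of test compound wells and 100% = cytotoxic reference compound wells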
# aSyn 5UTR inh: 5' untranslated region of α-synuclein, MLPCN primary screen. alpha-synuclein 5'UTR reporter, inhibitor activity. inhibition, % (tested at 7.5 µM). 300,000 tested, 0.82% active. AID 1813; in the data active = inhibition above about 60%;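 note: H4 neuroglioblastoma cells stably carrying SNCA 5'UTR luciferase fusion; 0% = DMSO wells and 100% = positive control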
# TRPC6 act: mouse TRPC6 channel activation. Q61143. HEK293-TRPC6 membrane potential dye fluorescence; active compounds read high. B-score at 10 µM. 310,000 tested, 0.13% active;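 active = B-score of the integrated fluorescence ratio above library mean plus 3 SD, and starting fluorescence ratio within library mean plus 5 SD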;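 note: higher score means more depolarization so channel activation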
# TRPC4 PAM: allosterically enhances the mouse TRPC4 cation channel; HEK293 TRPC4beta/mu-opioid, DAMGO EC20, Fluo-4 Ca2+ flux; active compounds read high; 310,000 tested, 0.42% active; AID 2227; B-score at 10 µM;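 active = B-score of calcium response area above 5 SD of library B-scores, with initial fluorescence ratio within 5 SD of library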;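 note: B-score of integrated fluorescence ratio over time as area under calcium response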
# KLF5 inh: suppresses KLF5 promoter-driven expression; 290,000 tested, 0.23% active; DLD-1 KLF5 promoter-luciferase reporter, luminescence; inhibition, % at 5 µM;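 active = inhibition above a per-plate limit of that plate's mean compound inhibition plus 3 SD, cut at about 60% in these data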;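 note: 0% = DMSO wells and 100% = LY294002 at 200 µM; higher means less KLF5 promoter-driven luciferase light; inactives centre near -14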
# HIF activator: HIF pathway transcriptional activation. activation, % at 7.5 µM (by protocol). U2OS HRE-luciferase reporter, luminescence; normalized: DMSO 0%, desferrioxamine 100%. 300,000 tested, 0.32% active;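 active = mean activation of at least 10% of the iron chelator positive control signal, with at least half of replicates also reaching 10%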
# TRPC4 agonist: activators of mouse TRPC4 channel. 310,000 tested, 0.49% active. AID 2237. Q9QUQ5. HEK293 TRPC4beta/mu-opioid, Fluo4 calcium fluorescence; active compounds read high. B-score at 10 µM;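 active = B-score above 5 SD of library B-scores, and initial fluorescence ratio not above library mean plus 5 SD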;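 note: positive B-score marks a calcium rise read as TRPC4 activation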
#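 Technique: kinetic Fluo4 calcium fluorescence; Test system: TRPC4beta and mu-opioid receptor HEK293 stable cells; Measure: B-scored integrated calcium fluorescence ratio; Benchmarks: low control buffer alone, high control maximal DAMGO; Schedule: 45 min room-temperature Fluo4 loading, 110 s read.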
# Active calls of the source: *; i = inactive; · = no result given.
Structure,MrgX1 antag,SKKanGAS inh,TRPC6 inhibitor,TRPC4 block,IEC-6 tox,aSyn 5UTR inh,TRPC6 act,TRPC4 PAM,KLF5 inh,HIF activator,TRPC4 agonist
CCOC(=O)C1CCN(S(=O)(=O)C(F)(F)c2nc3ccccc3s2)CC1,i,6,i,i,-1,-28,i,i,-34,0.7,i
CC(Oc1ccc(Cl)cc1)C(=O)NNC(=S)NC(=O)c1ccco1 (stereo unspecified),i,92*,i,i,2,39,i,i,-32,-0.8,183*
Cc1ccc(-c2csc(N/N=C/c3ccco3)n2)c(C)c1,i,4,i,i,3,-51,i,i,4,0.3,i
C=C(C)CN=C1NN=C(c2cc(C)n(-c3ccc(C)cc3)c2C)CS1,i,9,i,i,10,-17,i,i,-27,-0.7,i
CCOC(=O)N1CCN(S(=O)(=O)N2CCCC(C(=O)NCCc3ccc(C)cc3)C2)CC1 (stereo unspecified),i,-3,i,i,-3,24,i,i,-37,0.3,i
CSc1nc(Cl)cc(Nc2ccccc2N)n1,i,-18,i,i,-3,-29,i,i,-5,0.2,i
O=[N+]([O-])c1ccccc1S(=O)(=O)N1CCN(CC2CC3C=CC2C3)CC1 (stereo unspecified),i,-4,i,i,1,-6,i,i,-36,-0.5,i
COc1ccc2oc(=O)c(N3C(=O)c4ccccc4C3=O)cc2c1,i,-1,i,i,0,-10,i,i,-19,0.4,i
O=C(NCCC(=O)N1CCN(c2ccccn2)CC1)c1ccc(Br)cc1,i,-5,i,i,·,5,i,i,·,0.1,i
COc1ccc(OC)c(CNC(=O)C2CCCN(S(=O)(=O)N3CCC(C)CC3)C2)c1 (stereo unspecified),i,6,i,i,-9,4,i,i,-10,25*,i
Cc1ccc(C)c(C(=O)COC(=O)c2ccc(Br)o2)c1,i,-3,i,i,0,12,i,i,-22,0.2,i
O=C(Oc1ccc2c(c1)OCO2)C12CC3CC(CC(C3)C1)C2,i,7,i,i,-4,3,i,i,-1,-0.6,i
CSCc1cc(N(C)C)nc(SCc2ccc(Cl)c(Cl)c2)n1,i,-3,i,i,-2,36,i,i,26,-1.1,i
COC(=O)C(C)Sc1nc2c(c(=O)n(C)c(=O)n2C)n1Cc1cccc(C)c1 (stereo unspecified),·,-11,i,·,-3,-2,i,i,-9,0.2,i
Cc1cccn2c(=O)c(C=O)c(N3CC(C)OC(C)C3)nc12 (stereo unspecified),i,-2,i,i,0,16,i,i,-30,0.8,i
Cc1ccc(CC(C(=O)O)C(C)C(=O)Nc2ccc(F)cc2)cc1 (stereo unspecified),i,4,i,i,0,-10,i,i,-21,-1.3,i
COc1ccc2cc(S(=O)(=O)N3CCCC3)ccc2c1,i,-1,i,i,4,2,i,i,-14,-0.2,i
Cc1cc(/C=N/n2cnnc2)c(C)n1-c1cc(Cl)ccc1Cl,i,-5,i,i,-4,30,i,i,6,-0.3,i
CCCCN1C(=O)C(O)(CC(=O)c2ccco2)c2cc(Br)ccc21 (stereo unspecified),i,1,i,i,3,-29,i,i,-3,0.2,i
COc1ccc(CN2CCN(C(=O)Cn3c(=O)oc4cc(Cl)ccc43)CC2)c(OC)c1OC,i,3,i,i,5,0,i,i,7,-0.4,i
CN(C)c1ccc(Nc2ncnc3ccc(Br)cc23)cc1,i,-4,i,i,2,-72,i,i,-47,6.6,i
CCOC(=O)c1c(C)[nH]c(C(=O)CSc2nc(C)cc(C)n2)c1C,i,-1,i,i,-2,-5,i,i,-15,0.4,i
Cc1noc(/C=C/N(C)C)c1S(=O)(=O)N1CCCC(C(=O)NCc2ccccc2Cl)C1 (stereo unspecified),i,11,i,i,-7,1,i,i,-19,2.6,i
Nn1c(SCc2ccccc2)nc2ccccc21,i,-6,i,i,4,-127,i,i,-168,5.0,i
CC(C)[C@H](NC(=O)C1CCN(S(=O)(=O)c2ccc(F)cc2)CC1)C(=O)N1CCCCCC1,i,-1,i,i,-2,18,i,i,-4,0.0,i
CC(C)OCCCNC(=O)c1ccc(C2SCC(=O)N2Cc2ccco2)cc1 (stereo unspecified),i,-1,i,i,-2,-10,i,i,-1,-0.5,i
Cn1c(N2CCOCC2)c(C#N)c2ccccc21,i,-9,i,i,1,21,i,i,-10,-0.4,i
COc1ccc(CCNC(=O)CSc2n[nH]c(N)n2)cc1OC,i,0,i,i,3,11,i,i,-10,-0.4,i
NC(=O)c1ccc(-c2nnc(Nc3ccc(S(N)(=O)=O)cc3)c3ccccc23)cc1,i,-1,i,i,8,3,i,i,-14,-0.3,i
CC(=O)Nc1cc([N+](=O)[O-])ccc1N1CCOCC1,i,-6,i,i,-7,-5,i,i,-27,-0.1,i
O=c1[nH]c(CN2CCOCC2)nc2scc(-c3ccccc3)c12,i,1,i,i,8,10,i,i,-24,-0.5,i
O=C(Nc1nnc(SCc2cccc(F)c2)s1)c1ccco1,i,10,i,i,-1,-10,i,i,-11,-0.7,i
COc1ccccc1CCC(=O)OCC(=O)Nc1ccc(C)c(S(=O)(=O)N2CCCCC2)c1,i,22,i,i,·,2,i,i,·,-0.5,i
CCN(CCO)c1ncnc2c1sc1nc(CC(C)C)c3c(c12)CC(C)(C)OC3,i,13,i,i,-2,42,i,i,-33,-0.3,i
Nc1nnc(/C=C/c2ccccc2)s1,i,-6,i,i,5,-60,i,i,-12,1.2,i
CCC(=O)NNc1ncnc2c1cnn2-c1ccccc1,i,-6,i,i,-7,-25,i,i,-17,-0.2,i
CNC(=S)Nc1ccc([N+](=O)[O-])cc1C,i,-8,i,i,-4,7,i,i,-12,0.1,i
CN1C(=O)CC(N2CCN(c3ccccc3)CC2)C1=O (stereo unspecified),i,-8,i,i,2,4,i,i,-12,-0.3,i
C(=N\c1nccs1)/Nc1nccs1,i,-6,i,i,2,9,i,i,-24,0.0,i
Cc1cccc(NCN2C(=O)C3C4C=CC(C4)C3C2=O)c1 (stereo unspecified),i,9,i,i,7,-37,i,i,8,0.6,i
O=C(Nc1ccccc1)c1ccccc1CCc1ccccc1,i,0,i,i,0,35,i,i,-15,-0.1,i
CC(C)C(NS(=O)(=O)c1cccc2nsnc12)C(=O)N1CCn2c1nc1ccccc12 (stereo unspecified),i,0,i,i,-4,9,i,i,-11,-0.2,i
CCc1csc(CCNC(=O)C2CCC(=O)N(CCc3cccc(F)c3)C2)n1 (stereo unspecified),i,-7,i,i,4,-7,i,i,-16,0.3,i
[O-][n+]1c2ccccc2c2n1CCCN=C2c1ccc(Cl)cc1,i,-1,i,i,·,-149,i,i,·,2.7,i
COc1ccc(C(=O)Nc2ccc(C)cc2C(=O)c2ccccc2)cc1,i,-8,i,i,-3,16,i,i,-32,-0.1,i
Cc1ccc(C(c2nnnn2C(C)(C)C)N(Cc2ccco2)Cc2cccs2)cc1 (stereo unspecified),i,-4,i,i,4,29,i,i,-9,-0.4,i
Nn1c(SCC(=O)Nc2ccccc2)nnc1-c1cccnc1,i,-3,i,i,7,-10,i,i,-17,0.6,i
CC(NS(=O)(=O)c1ccc(Cl)cc1)C(=O)N1CCOCC1 (stereo unspecified),i,2,i,i,3,9,i,i,-21,1.8,i
Cc1ccc(Cc2c(C)nc3nc(SCC(=O)NCCCN4CCCCC4)nn3c2C)cc1,i,6,i,i,1,-17,i,i,19,1.2,i
Nc1nc(NCc2c(F)cccc2Cl)nn1-c1ccccc1,i,0,i,i,-2,-31,i,i,-58,0.5,i
Cc1sc2ncnc(Sc3nnnn3-c3ccccc3)c2c1C,i,2,i,i,2,-33,i,i,-20,0.2,i
Nc1nc2ccc(C(=O)NCCOC(=O)C3CCCCC3)cc2s1,i,6,i,i,-2,-4,i,i,-25,0.0,i
NNc1nc2cccnc2n(CCNc2ncc(C(F)(F)F)cc2Cl)c1=O,i,6,i,i,1,-7,i,i,-27,0.0,i
Cc1csc(CNC(=O)c2ccc(OC3CCN(CCc4ccccc4)CC3)cc2)n1,i,-3,i,i,0,-8,i,i,-32,-0.7,i
O=C(O)C1C2C=CC(C2)C1C(=O)NCc1ccccn1 (stereo unspecified),i,-3,i,i,1,25,i,i,-25,0.2,i
O=C(NCCn1ccc2ccccc21)c1ccc(S(=O)(=O)N2CCCCC2)cc1,i,1,i,i,-2,3,i,i,0,-0.5,i
Cc1ccc(CNC(=O)CN(C)S(=O)(=O)c2ccc(F)cc2)cc1,i,-9,i,i,·,-32,i,i,·,0.5,i
COc1ccccc1C(=O)Nc1ccccc1N1CCN(S(C)(=O)=O)CC1,i,4,i,i,-1,1,i,i,10,0.0,i
COc1ccc(-c2csc(NC(=O)/C(N=Nc3ccccc3)=C(\C)O)n2)cc1,i,-4,i,i,-3,-34,i,i,-12,0.2,i
COc1cc(C(=S)N2CCOCC2)cc(OC)c1O,i,-3,i,i,-7,-8,i,i,-2,-0.4,i

# Further structures:
Structure,MrgX1 antag,SKKanGAS inh,TRPC6 inhibitor,TRPC4 block,IEC-6 tox,aSyn 5UTR inh,TRPC6 act,TRPC4 PAM,KLF5 inh,HIF activator,TRPC4 agonist
Cc1ccc(NC(=O)C(C)Sc2nnc(-c3cccnc3)n2-c2ccccc2)cc1 (stereo unspecified),i,0,i,i,-4,20,i,i,-30,-0.3,i
CC(=O)Oc1ccccc1C(=O)Nc1ncc([N+](=O)[O-])s1,i,23,i,i,-3,-69,i,i,-109,2.3,i
CC1(C)CC(=O)C2=C(C1)OC(/N=C/N1CCOCC1)=C(C#N)C2c1ccccc1 (stereo unspecified),i,4,i,i,0,9,i,i,-37,-0.3,i
O=C1N[C@@H](Cc2ccccc2)C(=O)N2[C@H]3Nc4ccccc4[C@@]3([C@]34C[C@H]5C(=O)N[C@@H](Cc6ccccc6)C(=O)N5[C@H]3Nc3ccccc34)C[C@@H]12,i,11,i,i,·,47,i,i,·,-0.9,i
CCOC(=O)CSc1nnc(-c2cccc(Cl)c2)n1CC,i,8,i,i,-2,-6,i,i,15,0.2,i
COc1cc(/C=C(\C#N)C(=O)NCC2CCCO2)ccc1OCCC(C)C (stereo unspecified),i,7,i,i,-3,-9,i,i,-16,0.6,i
